Assay outcomes from PubChem BioAssay.
HCMV inh: inhibitors of human cytomegalovirus | HFF cells, HCMV-luciferase reporter, 72 h; hits give low values | activity change, negative = inhibition, % at 57.5 µM | 410,000 compounds, 4.5% hits | AID 1259415; in the data active = activity change below about -60%; inconclusive = no clear call, values can overlap the other calls; inactive = above about -39%
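Steps: HFFs plated, 16 h 37C; compounds added; HCMV-luciferase added to MOI 1 PFU/cell; 72 h 37C; OneGlo reagent, 5 min room temperature; luminescence read, normalized to controls.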
AmpC inh no detg: AmpC beta-lactamase inhibition without detergent | 330,000 compounds, 0.52% hits | AmpC nitrocefin hydrolysis, absorbance 480 nm, 0.0001% Triton | Potency, µM (titrated, usually from 57.1 µM), for inactives: top-dose activity change, negative = inhibition, most hits filed as inhibitors | P00811;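 note: potency is the fitted concentration of half-maximal effect; plate controls were no compound for no effect and no enzyme for full effect; nearly all actives have a fitted effect of over 20% in size; some results filed as inactive show a strong effect at the top dose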
Target sequence (P00811 whole entry, looked up): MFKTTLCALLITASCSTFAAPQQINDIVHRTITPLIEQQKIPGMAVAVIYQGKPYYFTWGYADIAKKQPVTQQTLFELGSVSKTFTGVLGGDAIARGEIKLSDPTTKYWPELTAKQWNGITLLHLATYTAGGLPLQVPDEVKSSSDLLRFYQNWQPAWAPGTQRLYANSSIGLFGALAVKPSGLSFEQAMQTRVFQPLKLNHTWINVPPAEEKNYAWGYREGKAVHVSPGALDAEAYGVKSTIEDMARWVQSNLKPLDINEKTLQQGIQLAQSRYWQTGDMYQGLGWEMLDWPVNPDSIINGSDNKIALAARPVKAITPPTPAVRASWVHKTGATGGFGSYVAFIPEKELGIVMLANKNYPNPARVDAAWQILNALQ
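AmpC (5.3 nM in the dispensed reagent) in 20 mM phosphate pH 7.0 with 0.01% (detergent screen) or 0.0001% Triton X-100 was preincubated with compounds for 15 min at room temperature. Nitrocefin was then added from an 800 uM solution, and hydrolysis was followed at 480 nm.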
TbPYK inhibitor: T. brucei pyruvate kinase inhibition. TbPYK enzyme, Kinase-Glo Plus ATP luminescence, 45 min. Potency, µM (titrated, usually from 76.8 µM), inactives show at the top dose activity, negative = inhibition, hits mostly inhibitors. 410,000 compounds, 0.12% hits. Q57TT1; note: potency is the fitted concentration of half-maximal effect; nearly all actives have a fitted effect of over 50% in size
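Assay buffer: 50 mM TEA pH 7.2, 100 mM KCl, 10 mM MgCl2, 0.05% BSA, 0.01% Tween-20. Pyruvate kinase from T. brucei plus substrate met compound, then ADP (130 uM final). Luminescence was read post 45 min RT.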
AMA1 RON2 block: inhibitors of Plasmodium falciparum AMA1-RON2 interaction; 360,000 compounds, 0.2% hits; AlphaScreen AMA1-biotinylated RON2 peptide binding; Potency, µM (doses to about 58.2 µM), for inactives: top-dose activity change, negative = inhibition, usual class: inhibitors; AID 720542;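 note: potency is the fitted concentration of half-maximal effect; 0% = vehicle wells and -100% = peptide control; nearly all actives have a fitted effect of over 45% in size; some results filed as inactive show a strong effect at the top dose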
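AMA1 (3D7) with his tag at 25 nM final met compounds first, then biotinylated RON2 peptide at 25 nM; detection used donor plus acceptor beads, 10 µg/mL apiece, read by AlphaScreen after 30 min at room temperature.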
Active calls of the source: *; ? = inconclusive; . = not tested or not shown; & = joins results of further samples; [ ] = dose if it differs, or a comment. Unless noted, calls come from the whole dose curve; as a rule, active = well fitted curve in the direction sought with a large enough effect; inconclusive = small, poorly fitted or top-dose-only effect, or another doubt; inactive = no such curve, though single readings can be large; an effect the other way counts as inactive or inconclusive. Unless noted, % is set by controls: 0 for no effect and ±100 for the full control effect. These rows are one share of the data. The share of hits here may be higher or lower than overall.

SMILES	HCMV inh	AmpC inh no detg	TbPYK inhibitor	AMA1 RON2 block
COC(=O)c1cc2c(n1S(=O)(=O)c1ccc(C)cc1)C(=O)C(=O)c1[nH]cc(C(=O)OCc3ccccc3)c1-2	.	.	-3%	-11%
CN(C)c1c([N+](=O)[O-])cc(N2C(=O)C=CC2=O)cc1[N+](=O)[O-]	.	.	7.9µM*	4%
O=C(Nc1ccc2c(c1)OCO2)c1csc(COCCO)n1	.	.	0%	23%
Cc1c2cc[n+](CCN3CCCCC3)cc2c(C)c2c1[nH]c1ccc(O)cc12	.	.	3%	-25%
Cc1cccc(C)c1C(O)c1ncc(-c2ccc(F)cc2)[nH]1 (stereo not drawn)	.	.	-1%	-10%
CN1CCN(c2ccc(CNC(=O)c3cccc4c(-c5ccc(F)c(F)c5)coc34)cc2)CC1	.	.	-9%	14µM*
COc1cc2c(cc1[N+](=O)[O-])-c1ccc([N+](=O)[O-])cc1C2=NNC(N)=S	.	.	-32%	92%[activator]
CSc1ccc(CN2C(=O)C(F)(F)Oc3c(C(C)=O)cccc32)cc1	.	.	0%	9%
c1ccc(-c2nc3c4ccccc4ccn3c2Cc2ccsc2)cc1	.	.	2%	25%
O=C1C(Br)=C(c2ccccc2)C(c2ccccc2)=C1c1ccccc1	.	.	-2%	-11%
CC(C)=CCc1c([C@@H]2CCc3ccc(O)cc3O2)cc2c(c1O)OC(C)(C)C=C2	.	.	1%	-10%
CC1CCN(S(=O)(=O)c2ccc(NC(=O)C3CCCCC3C(=O)O)cc2)CC1 (stereo not drawn)	.	.	-6%	-17%

Continued (2 carried over from the part before).
SMILES	HCMV inh	AmpC inh no detg	TbPYK inhibitor	AMA1 RON2 block
CC(C)=CCc1c([C@@H]2CCc3ccc(O)cc3O2)cc2c(c1O)OC(C)(C)C=C2	.	.	1%	-10%
CC1CCN(S(=O)(=O)c2ccc(NC(=O)C3CCCCC3C(=O)O)cc2)CC1 (stereo not drawn)	.	.	-6%	-17%
Cc1cc(-c2ccccc2)nc2c(Br)c(C(=O)O)nn12	.	.	-11%	-4%
COc1ccc(C(=O)CSC(=S)N2CCCCC2)cc1	.	.	-8%	-1%
CCCC[C@@H]1C[C@H]1[C@@H](NC(=O)c1ccco1)c1ccccc1C(F)(F)F	.	.	-4%	-2%
Cc1nc(Nc2nc3c(c(=O)[nH]2)CCC3)nc2ccccc12	.	.	5%	-7%
Cc1cc2ncn(S(=O)(=O)c3ccc(S(=O)(=O)N4CCCCCC4)cc3)c2cc1C	.	.	5%	-1%
O=C(NCc1cccc(C(F)(F)F)c1)c1ccc2sc(C3=C[C@@H](O)[C@@H](O)[C@@H](CO)O3)nc2c1	.	.	2%	9%
CCCS(=O)(=O)NC(=O)C1(C)CCCN(C(=O)c2cccc(C)c2C)C1 (stereo not drawn)	.	.	1%	-7%
Cc1cc(O)c2c(c1)C(=O)[C@@]13Oc4c5c(c(O)c6c(O)cc(C)cc46)C(=O)C[C@H](O)[C@H]5[C@@H]1[C@@H](O)CC(=O)C3=C2O	.	.	4%	28%
CN1CCN(C(=O)c2ccc(-c3cnn(C)c3)c3ccoc23)CC1	.	.	1%	12%
CCOC1=C2CN(S(=O)(=O)c3ccc(C)cc3)[C@H](c3cccc4ccccc34)C[C@H]2C(C#N)(C#N)C(C#N)(C#N)C1	.	.	0%	41%[activator]
CCOC(=O)c1cc(OC)c2cccc(CN3CCC(C)(C(=O)NCCOC)C3)c2c1 (stereo not drawn)	.	.	-10%	-4%
COc1cccc(CNC(=O)[C@@H]2CCCN2C(=O)[C@H]2CCCCN2C(=O)c2cccc3ccccc23)c1	.	.	-7%	-5%
C(#CCN1CCCCC1)CN1CCCCC1	.	.	2%	6%
Cc1ccccc1C(NC(=O)C1CCN(Cc2ccc(Oc3ccccc3)cc2)CC1)c1ccsc1 (stereo not drawn)	.	.	-5%	6%
CC(=O)Oc1cc(O)c2c(=O)c(OC(C)=O)c(-c3ccc(OC(C)=O)c(OC(C)=O)c3)oc2c1	.	.	3%	?
CN(CCOc1ccc(Cl)cc1)C(=O)c1cccc(S(=O)(=O)N2CCN(c3ccc(F)cc3)CC2)c1	.	.	1%	-5%
CC(C)C(=O)N1CCC1(C)C(=O)Nc1ccc2[nH]ccc2c1 (stereo not drawn)	.	.	-1%	5%
CCCN1CCc2cccc3c2[C@H]1Cc1ccc(O)c(O)c1-3	.	.	-23%	?
CC(NC(=O)c1cccc2c1Oc1ccccc1S2)C(=O)O (stereo not drawn)	.	.	-8%	-7%
CCCC(=O)N1CCC1(C)C(=O)Nc1cc(OC)ccc1OC (stereo not drawn)	.	.	-3%	-2%
COc1ccccc1CNc1nc(NCc2ccc(C)cc2C)c2sccc2n1	.	.	0%	?
CC1CCC(C(C)C)C(NC(=O)c2ccncc2)C1 (stereo not drawn)	.	.	5%	2%
NC(=S)NN=C1CSSC1	.	.	-17%	126%[activator]
CN1CCc2c(C#N)c(N3CCCCC3)nc(N3CCOCC3)c2C1	.	.	2%	-2%

Gathered by group: the compounds so far with a nitro group on carbon
SMILES	HCMV inh	AmpC inh no detg	TbPYK inhibitor	AMA1 RON2 block
CN(C)c1c([N+](=O)[O-])cc(N2C(=O)C=CC2=O)cc1[N+](=O)[O-]	.	.	7.9µM*	4%
COc1cc2c(cc1[N+](=O)[O-])-c1ccc([N+](=O)[O-])cc1C2=NNC(N)=S	.	.	-32%	92%[activator]

(next part)
SMILES	HCMV inh	AmpC inh no detg	TbPYK inhibitor	AMA1 RON2 block
Fc1ccc(-c2nc3c4ccccc4ccn3c2Cc2ccccc2C(F)(F)F)cc1	.	.	1%	71%[activator]
Cc1nccn1-c1ccc(NC(=O)[C@H]2O[C@@H](n3cnc4c(N)ncnc43)[C@H](O)[C@@H]2O)cc1	.	.	-1%	-5%
CS(=O)(=O)c1nc([N+](=O)[O-])nn1CCCc1ccccc1	.	.	-5%	6%
CCCS(=O)(=O)NC(=O)C1(C)CCN(C(=O)c2ccccc2C(F)(F)F)C1 (stereo not drawn)	.	.	5%	-1%
CCC(=O)C1CCCN(C(=O)c2cccc(OC3CCN(S(C)(=O)=O)CC3)c2)C1 (stereo not drawn)	.	.	2%	21%
CC(C)=CCC12Oc3cc(O)ccc3C1(O)Oc1cc3c(c(O)c1C2=O)C=CC(C)(C)O3 (stereo not drawn)	.	.	8%	-1%
O=C1NC(Cc2ccccc2)c2nc3cc(Cl)ccc3c(=O)n2-c2ccccc21 (stereo not drawn)	7	-40%	.	.
CC(C)CC1NC(=O)c2cc(Cl)ccc2-n2c1nc1ccc(F)cc1c2=O (stereo not drawn)	-9	-37%	.	.
CC(C)CC1NC(=O)c2ccccc2-n2c1nc1ccccc1c2=O (stereo not drawn)	-6	-18%	.	.
Cc1ccc2nc3n(c(=O)c2c1)-c1ccc(Cl)cc1C(=O)NC3CC(C)C (stereo not drawn)	-28	-32%	.	.
COc1ccc2nc3n(c(=O)c2c1)-c1cc(Cl)ccc1C(=O)NC3Cc1ccccc1 (stereo not drawn)	-2	-6%	.	.
Cc1ccc2c(=O)n3c(nc2c1)C(Cc1ccccc1)NC(=O)c1cc(Cl)ccc1-3 (stereo not drawn)	?	-15%	.	.
CC(C)CC1NC(=O)c2ccc(Cl)cc2-n2c1nc1ccc(Cl)cc1c2=O (stereo not drawn)	10	-17%	.	.
O=C1NC(Cc2ccc(O)cc2)c2nc3ccc(Cl)cc3c(=O)n2-c2ccc(Cl)cc21 (stereo not drawn)	16	-55%	.	.
OCCNc1nc(Nc2ccc(Cl)cc2)nc(N2CCCC2)n1	?	.	7%	.
COc1c(F)cc2[nH]c3c(c2c1F)CCNC3=O	-28	.	1%	.
Cc1ncc(CSSCc2cnc(C)c(O)c2CO)c(CO)c1O	-16	.	-5%	.
CS(=O)(=O)CCNCc1ccc(-c2ccc3ncnc(Nc4ccc(OCc5cccc(F)c5)c(Cl)c4)c3c2)o1	-14	.	11%&0%	.
Cc1cccc(C(=O)O)c1O	25	.	-3%	.
O=C(OCc1ccccc1)c1cccnc1	2	.	4%	.
CCOC(=O)C[C@@H](C#N)NC(=O)[C@@H]1CCCN1C(=O)[C@@H](NC(=O)c1ccc(N)c(Cl)c1)C(C)(C)C	4	.	2%	.
CC1(C)c2[nH]c3ccccc3c2C[C@@H]2C(=O)N(c3cc(F)ccc3F)C(=O)N21	139	.	-9%	.
S=C(NCCCc1cnc[nH]1)NCCCN(Cc1ccccc1)c1ccc(Br)cn1	-2	.	3%	.
CCn1nc(Cc2cccc3ccccc23)c(C#N)c1N	-28	.	17%	.
CC(C)=CC1C(C(=O)OCc2cccc(Oc3ccccc3)c2)C1(C)C (stereo not drawn)	11	.	-2%	.
COc1ccc2[nH]c3c(c2c1)CCNC3=O	-25	.	2%	.
OCCNc1nc(Nc2cc(Cl)ccc2OC2CCCC2)nc(N2CCCC2)n1	-3	.	5%	.
CC(=O)N(C)CC#CCN1CCC(O)CC1	1	.	8%	.
O=C1OC(c2cc(I)c(O)c(I)c2)(c2cc(I)c(O)c(I)c2)c2ccccc21	3	.	-15%	.
COc1ccc(C2Nc3cccc(O)c3C(=O)N2Cc2ccccc2)cc1COc1ccc(NC(C)=O)cc1 (stereo not drawn)	-27	.	-9%	.
CCOC(=O)C(C#N)=C(c1ccccc1)c1ccccc1	-10	.	4%	.
Fc1ccc(C(OCCN2CCN(CCCc3ccccc3)CC2)c2ccc(F)cc2)cc1	-99*	.	-1%&3%	.
CC1(C)c2[nH]c3ccccc3c2C[C@H]2C(=O)N(Cc3ccc(F)cc3)C(=O)N21	-33	.	7%	.
O=C1c2ccccc2C(=O)C1C(=O)C(c1ccccc1)c1ccccc1	13	.	-18%	.
CC(=O)Oc1cc(C)c(OC(C)=O)c2ccccc12	-12	.	-1%	.
CCC(OC(=O)c1ccc(S(C)(=O)=O)c([N+](=O)[O-])c1)C(=O)NC1C2CC3CC(C2)CC1C3 (stereo not drawn)	-95*	.	-1%	.
Cc1c(P(=S)(c2ccccc2)c2ccccc2)[n+]2ccccc2n1CCc1ccccc1	-98*	.	4%	.
C[C@H](NC(=O)CCC1CCC(=O)N1)c1ccccc1 (stereo partly drawn)	4	.	-11%	.
CN(C)C(=O)Nc1ccc(Cl)c(Cl)c1	4	.	-3%	.
CC1(C)c2[nH]c3ccccc3c2C[C@H]2C(=O)N(Cc3ccccc3)C(=O)N21	-8	.	1%	.

Of the compounds above, these have two or more sulfur atoms:
SMILES	HCMV inh	AmpC inh no detg	TbPYK inhibitor	AMA1 RON2 block
COc1ccc(C(=O)CSC(=S)N2CCCCC2)cc1	.	.	-8%	-1%
Cc1cc2ncn(S(=O)(=O)c3ccc(S(=O)(=O)N4CCCCCC4)cc3)c2cc1C	.	.	5%	-1%
NC(=S)NN=C1CSSC1	.	.	-17%	126%[activator]
Cc1ncc(CSSCc2cnc(C)c(O)c2CO)c(CO)c1O	-16	.	-5%	.

Ordered by heavy-atom count (low to high): some entries from above.
SMILES	HCMV inh	AmpC inh no detg	TbPYK inhibitor	AMA1 RON2 block
CN(C)C(=O)Nc1ccc(Cl)c(Cl)c1	4	.	-3%	.
CC(=O)Oc1cc(C)c(OC(C)=O)c2ccccc12	-12	.	-1%	.
O=C1c2ccccc2C(=O)C1C(=O)C(c1ccccc1)c1ccccc1	13	.	-18%	.
CC1(C)c2[nH]c3ccccc3c2C[C@H]2C(=O)N(Cc3ccccc3)C(=O)N21	-8	.	1%	.
CC1(C)c2[nH]c3ccccc3c2C[C@H]2C(=O)N(Cc3ccc(F)cc3)C(=O)N21	-33	.	7%	.
CCC(OC(=O)c1ccc(S(C)(=O)=O)c([N+](=O)[O-])c1)C(=O)NC1C2CC3CC(C2)CC1C3 (stereo not drawn)	-95*	.	-1%	.
